Bioassay records from PubChem.
JMJD2A Tudor: qHTS Assay for Inhibitors of JMJD2A-Tudor Domain; AlphaScreen JMJD2A-Tudor / H3K4me3 peptide binding; Lysine-specific demethylase 4A (Homo sapiens), O75164; hit rate 4.4% among 390,000; Potency, µM (top dose mostly 114 µM), for the others: top-dose activity change, negative = inhibition, hits mostly inhibitors; further: on the % scale 0 is the no-effect control and ±100 the full control effect; nearly all actives have a fitted effect of over 50% in size
POLI inh: qHTS for Inhibitors of Polymerase Iota. hit rate 1% among 390,000. Potency, µM (series often up to 115 µM), without a hit: at the top dose activity, negative = inhibition, actives largely listed as inhibitors. Pol iota fluorescent replication assay, 10 min. DNA polymerase iota (Homo sapiens), Q9UNA4
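Fluorescent replication assay read twice, at 0 min and 10 min after adding 50 nM (final) substrate. Enzyme (10 nM) and compounds were first incubated 15 min at room temperature; enzyme-free buffer wells were negative controls.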
Tb PGK inh: qHTS Assay to Find Inhibitors of Phosphoglycerate Kinase; hit rate 0.043% among 380,000; PGK/GAPDH coupled, Kinase-Glo luminescence, 60 min; Potency, µM (highest dose often 57.5 µM), for the others: at the top dose activity change, negative = inhibition, usual class: inhibitors; further: on the % scale 0 is the no-effect control and ±100 the full control effect; nearly all actives have a fitted effect of over 60% in size
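Luminescent ATP detection (Kinase-Glo Plus) follows a 60-minute room-temperature incubation, with wells lacking PGK as controls. Buffer: 100 mM TEA (pH 7.6), 5 mM MgCl2, 0.01% Tween-20. Coupling enzyme GAPDH (100 nM final) supplies unstable 1,3-BPG in-well.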
HP1b chromo inh: HTS for Inhibitors of HP1-beta Chromodomain Interactions with Methylated Histone Tails; AlphaScreen HP1-beta / biotin-H3K9me3 peptide binding; AID 540317, 2011; hit rate 0.56% among 390,000; Potency, µM (doses to about 114 µM), without a hit: top-dose activity change, negative = inhibition, hits mostly inhibitors; Chromobox protein homolog 1 (Homo sapiens), P83916; further: nearly all actives have a fitted effect of over 70% in size; inactives centre near 23
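HP1-beta protein (50 nM final) preincubated 30 min at room temperature with biotinylated H3(1-18)K9me3 peptide (50 nM) in PBS pH 7.4, 0.01% Tween-20, then compound added for 30 min. AlphaScreen streptavidin donor/nickel chelate acceptor beads (10 ug/mL final), 30 min dark, luminescence read.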
GLS inh: qHTS for Inhibitors of Glutaminase (GLS). Potency, µM (series often up to 45.5 µM), for the others: at the highest dose activity change, negative = inhibition, actives largely listed as inhibitors. GLS enzymatic activity, qHTS titration. AID 624170, 2012. Glutaminase kidney isoform, mitochondrial (Homo sapiens), O94925. hit rate 0.21% among 410,000; further: on the % scale 0 is the no-effect control and ±100 the full control effect
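Assay buffer: 45 mM KH2PO4 pH 8.2, 0.02% Tween-20. hKGA acts on L-glutamine (1 mM solution added); product glutamate is reported by an oxidase/peroxidase Amplex Red coupling, with fluorescence taken at baseline and 30 min.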
G9a block: qHTS Assay for Inhibitors of Histone Lysine Methyltransferase G9a; G9a H3K9 monomethylation, AlphaScreen, 2 h; Potency, µM (doses to about 102 µM), for the others: at the highest dose activity, negative = inhibition, usual class: inhibitors; Histone-lysine N-methyltransferase EHMT2 (Homo sapiens), Q96KQ7; hit rate 8.8% among 350,000; further: on the % scale 0 is the no-effect control and ±100 the full control effect; nearly all actives have a fitted effect of over 75% in size
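AlphaScreen detection with an anti-monomethyl H3K9 antibody quantified product after a 2 h room-temperature reaction containing 500 nM biotinylated H3K9 peptide, 20 µM SAM and 20 nM enzyme, which had been preincubated 15 min with compound.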
BLM inh: qHTS Assay for Inhibitors of Bloom's syndrome helicase (BLM) | RecQ-like DNA helicase BLM (Homo sapiens), P54132 | recombinant BLM DNA unwinding, fluorescence dequenching | Potency, µM (top dose mostly 56.1 µM), for the others: top-dose activity change, negative = inhibition, actives largely listed as inhibitors | hit rate 0.2% among 350,000 | AID 2528, 2010;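 further: plate controls were vehicle for no effect and no enzyme for full effect; nearly all actives have a fitted effect of over 35% in size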
Pin1 inh: qHTS Assay to Find Inhibitors of Pin1; Peptidyl-prolyl cis-trans isomerase NIMA-interacting 1 (Homo sapiens), Q13526; Pin1 FP peptide displacement, HiFluor488, 10 min; Potency, µM (titrated, usually from 115 µM), for inactives: at the top dose activity, negative = inhibition, hits mostly inhibitors; hit rate 0.009% among 390,000; active means well fitted inhibition curve with a large enough effect in the polarisation, with a control signal flat, not every such curve was filed as active; inconclusive means small, poorly fitted or top-dose-only effect, or effect the other way, or a change in a side signal; inactive means no such curve, though single readings can be large or run the other way; the % refers to the polarisation; further: on the % scale 0 is the no-effect control and ±100 the full control effect
BAZ2B block: qHTS Assay for Inhibitors of BAZ2B. Bromodomain adjacent to zinc finger domain protein 2B (Homo sapiens), Q9UIF8. AlphaScreen BAZ2B-H3K14Ac peptide displacement. Potency, µM (top dose mostly 114 µM), for the others: at the top dose activity change, negative = inhibition, most hits filed as inhibitors. hit rate 4.4% among 360,000; further: on the % scale 0 is the no-effect control and ±100 the full control effect; nearly all actives have a fitted effect of over 60% in size
Target sequence (Q9UIF8 whole entry, looked up, the tested form may be a part): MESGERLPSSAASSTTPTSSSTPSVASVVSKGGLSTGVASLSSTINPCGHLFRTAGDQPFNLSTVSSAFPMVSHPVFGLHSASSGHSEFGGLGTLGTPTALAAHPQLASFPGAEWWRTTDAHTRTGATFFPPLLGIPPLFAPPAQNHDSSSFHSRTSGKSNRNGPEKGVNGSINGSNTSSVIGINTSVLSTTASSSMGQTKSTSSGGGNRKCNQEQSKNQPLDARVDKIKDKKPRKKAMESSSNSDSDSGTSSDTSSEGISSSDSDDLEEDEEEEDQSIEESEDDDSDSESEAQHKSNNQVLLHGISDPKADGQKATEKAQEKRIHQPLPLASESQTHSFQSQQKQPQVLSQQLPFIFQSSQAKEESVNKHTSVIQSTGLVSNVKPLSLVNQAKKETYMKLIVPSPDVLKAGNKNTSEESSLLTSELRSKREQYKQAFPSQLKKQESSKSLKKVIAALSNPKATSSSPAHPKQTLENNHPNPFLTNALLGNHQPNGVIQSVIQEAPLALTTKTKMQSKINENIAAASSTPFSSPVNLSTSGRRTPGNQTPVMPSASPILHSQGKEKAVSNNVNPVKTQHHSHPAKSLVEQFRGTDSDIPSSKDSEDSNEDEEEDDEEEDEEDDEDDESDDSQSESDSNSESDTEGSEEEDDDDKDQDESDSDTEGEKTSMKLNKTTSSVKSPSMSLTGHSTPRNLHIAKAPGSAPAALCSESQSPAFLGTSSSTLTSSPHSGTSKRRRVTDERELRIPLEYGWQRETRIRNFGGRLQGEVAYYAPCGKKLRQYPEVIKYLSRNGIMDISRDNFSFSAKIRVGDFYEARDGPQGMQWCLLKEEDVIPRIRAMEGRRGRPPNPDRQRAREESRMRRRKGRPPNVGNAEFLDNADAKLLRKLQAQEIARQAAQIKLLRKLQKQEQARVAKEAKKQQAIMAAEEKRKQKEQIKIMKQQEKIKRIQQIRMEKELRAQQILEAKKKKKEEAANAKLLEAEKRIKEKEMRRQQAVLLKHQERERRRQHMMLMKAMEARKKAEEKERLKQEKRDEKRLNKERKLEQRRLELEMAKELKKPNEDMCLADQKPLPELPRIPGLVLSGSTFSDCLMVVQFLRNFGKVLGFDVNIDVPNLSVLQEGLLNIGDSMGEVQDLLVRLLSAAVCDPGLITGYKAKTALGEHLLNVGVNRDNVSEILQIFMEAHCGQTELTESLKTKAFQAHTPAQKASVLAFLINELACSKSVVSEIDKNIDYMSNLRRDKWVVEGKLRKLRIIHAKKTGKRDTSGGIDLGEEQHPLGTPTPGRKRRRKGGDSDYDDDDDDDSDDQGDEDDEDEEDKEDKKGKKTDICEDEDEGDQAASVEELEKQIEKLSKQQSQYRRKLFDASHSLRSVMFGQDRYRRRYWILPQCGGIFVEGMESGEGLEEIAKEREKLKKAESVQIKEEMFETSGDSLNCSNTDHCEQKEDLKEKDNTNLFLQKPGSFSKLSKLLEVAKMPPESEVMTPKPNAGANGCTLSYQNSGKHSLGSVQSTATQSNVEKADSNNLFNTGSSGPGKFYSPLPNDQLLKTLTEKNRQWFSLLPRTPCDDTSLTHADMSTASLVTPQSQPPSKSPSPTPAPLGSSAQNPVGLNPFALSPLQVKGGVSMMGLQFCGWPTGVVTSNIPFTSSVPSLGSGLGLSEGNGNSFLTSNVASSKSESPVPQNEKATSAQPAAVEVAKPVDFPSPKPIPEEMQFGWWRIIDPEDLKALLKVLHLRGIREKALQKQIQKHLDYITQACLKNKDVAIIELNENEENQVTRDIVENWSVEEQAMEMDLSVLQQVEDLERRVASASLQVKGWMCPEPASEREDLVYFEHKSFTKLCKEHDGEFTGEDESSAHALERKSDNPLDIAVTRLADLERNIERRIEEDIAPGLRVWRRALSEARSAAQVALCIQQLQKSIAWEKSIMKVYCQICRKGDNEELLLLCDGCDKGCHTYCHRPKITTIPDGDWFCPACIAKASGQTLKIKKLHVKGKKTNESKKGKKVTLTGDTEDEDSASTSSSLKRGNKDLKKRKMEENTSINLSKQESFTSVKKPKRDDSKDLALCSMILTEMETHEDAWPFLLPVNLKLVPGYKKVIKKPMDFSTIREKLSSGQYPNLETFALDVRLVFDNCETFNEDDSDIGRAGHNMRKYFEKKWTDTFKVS
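In this displacement format the biotinylated H3(5-23) peptide acetylated at Lys14 serves as ligand at 50 nM, with BAZ2B at 50 nM in PBS pH 7.4 containing 0.01% Tween-20. Donor and acceptor beads are 10 ug/mL final.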
The depositor's hits bear a star; i = inactive; ? = inconclusive; . = no result given; [ ] = remark or other dose. Unless noted, the call rests on the fitted dose curve; in most records, active means well fitted curve in the direction sought with a large enough effect; inconclusive means small, poorly fitted or top-dose-only effect, or another doubt; inactive means no such curve, though single readings can be large; an effect the other way counts as inactive or inconclusive. Potency means the concentration at half of the fitted maximal effect.

SMILES	JMJD2A Tudor	POLI inh	Tb PGK inh	HP1b chromo inh	GLS inh	G9a block	BLM inh	Pin1 inh	BAZ2B block
COc1ccc(/C(O)=C2/C(=O)C(=O)N(Cc3ccco3)C2c2cccs2)cc1 (stereo unspecified)	-20%	-14%	.	29%	13%	10%[59 µM]	-1%	-4%	?
O=C(CNc1ccccc1)NN=C1CCCC1	-15%	58%[activator]	-4%	5%	-5%	7%	-7%	0%	-14%
CCc1ccc(-c2cn3c(n2)SCC3)cc1	-24%	9%	0%	-1%	2%	45µM*	-5%	-8%	?
Cc1ccc(C(=O)O/N=C(\N)c2ccc(Br)cc2)cc1C	-19%	25%	-3%	33%	6%	2%[59 µM]	1%	-7%	2%
Cc1ccc(-c2nnn(CC(=O)N(c3ccccc3)C(C(=O)NC(C)(C)C)c3cccs3)n2)o1 (stereo unspecified)	-8%	?	0%	5%	1%	1%[59 µM]	0%	-6%	6%
S=c1[nH]c2ccc(Cl)cc2s1	?	-1%	-2%	-6%	0%	1.1µM*	-2%	-9%	-22%
COc1ccc(-c2cc(C(=O)N3CCN(c4ccccc4)CC3)no2)cc1OC	-16%[57.1 µM]	-14%	i	13%	4%	6%[12.7 µM]	-10%	1%	?
Cc1ccc(CONC(=O)c2cccc([N+](=O)[O-])c2)cc1	-18%	0%	-8%	33%	0%	4%[12.7 µM]	.	2%	3%
CC1N(C)c2cc(NC(=O)c3cccs3)c(P(=O)(Nc3ccc([N+](=O)[O-])cc3)N3CCOCC3)cc2C1(C)C (stereo unspecified)	?	6%	-6%	-12%	13%	?	-12%	0%	?
Cc1ccc(NC(=O)Nc2ccc3c(c2)OCO3)cc1F	-7%	6%	-9%	18%	7%	35%	-2%	-1%	-2%
Cc1ccc(NC(=O)Cc2cn(C)c3ccccc23)cc1F	?	3%	6%	3%	9%	?	-5%	6%	.
NC(=O)Nc1ccc(C(=O)OCC(=O)Nc2sccc2C(N)=O)cc1	-12%	?	-3%	21%	-19%	-35%	.	19%	-23%
O=C(CCn1c(=O)oc2ccccc21)NCCN1CCOCC1	-14%	-13%	7%	35%	-1%	1%[12.7 µM]	6%	0%	0%
Nn1c(Nc2ccccc2)nc2sc3c(c2c1=O)CCCC3	-28%	59%[activator]	-4%	-10%	?	-8%	-5%	1%	-15%
O=C1C(C=NCc2ccco2)=C(O)c2ccccc21	-24%	?	-10%	2%	5%	-6%	-1%	0%	3%
CN(Cc1ccccc1)C(=O)CNC(=O)Cn1cnc2ccccc2c1=O	-15%	3%	-5%	16%	0%	6%[12.7 µM]	-2%	-2%	6%
Cc1ccc(C2C3=C(CCCC3=O)Nc3[nH]c(=S)[nH]c(=O)c32)cc1 (stereo unspecified)	10µM*	?	-1%	-32%	?	-50%[2.33 µM]	0%	8%	79µM*
COc1ccc(CCNS(=O)(=O)CCNC(=O)c2ccc3c(c2)OCO3)cc1OC	-11%	13%	0%	0%	-2%	7%[0.501 µM]	.	-6%	9%
COc1cc(NC(=S)NCCCN2CCOCC2)c(OC)cc1Cl	-12%	-13%	-10%	23%	17%	?	1%	-4%	-17%
O=C(NCCc1ccccc1)c1ccc(CSc2nc3ccncc3n2Cc2ccccc2F)cc1	-16%	26%	-9%	52%[activator]	-9%	?	-2%	21%	-4%

Brought forward from above: 5 entries, then new ones.
SMILES	JMJD2A Tudor	POLI inh	Tb PGK inh	HP1b chromo inh	GLS inh	G9a block	BLM inh	Pin1 inh	BAZ2B block
CN(Cc1ccccc1)C(=O)CNC(=O)Cn1cnc2ccccc2c1=O	-15%	3%	-5%	16%	0%	6%[12.7 µM]	-2%	-2%	6%
Cc1ccc(C2C3=C(CCCC3=O)Nc3[nH]c(=S)[nH]c(=O)c32)cc1 (stereo unspecified)	10µM*	?	-1%	-32%	?	-50%[2.33 µM]	0%	8%	79µM*
COc1ccc(CCNS(=O)(=O)CCNC(=O)c2ccc3c(c2)OCO3)cc1OC	-11%	13%	0%	0%	-2%	7%[0.501 µM]	.	-6%	9%
COc1cc(NC(=S)NCCCN2CCOCC2)c(OC)cc1Cl	-12%	-13%	-10%	23%	17%	?	1%	-4%	-17%
O=C(NCCc1ccccc1)c1ccc(CSc2nc3ccncc3n2Cc2ccccc2F)cc1	-16%	26%	-9%	52%[activator]	-9%	?	-2%	21%	-4%
C[C@H](CO)N1C[C@H](C)[C@@H](CN(C)S(=O)(=O)c2cccs2)Oc2c(NS(=O)(=O)c3ccccc3)cccc2C1=O	-18%	5%	-3%	36%	2%	.	.	-1%	.
Cc1nn(-c2ccccc2)c(Cl)c1C(=O)N1CCN(c2ncnc3c2cnn3-c2ccccc2)CC1	-25%	7%	3%	4%	1%	-1%[59 µM]	-12%	18%	-3%
Cc1ccc2c(c1)N(CC(=O)N1CCN(C3CCCCC3)CC1)C(=O)CO2	-16%	-11%	-10%	-11%	0%	-15%[59 µM]	-1%	-3%	7%
COc1ccccc1/C=C\C=N\n1c(-c2ccc(Cl)cc2Cl)n[nH]c1=S	?	7%	-6%	?	-13%	6.3µM*	-15%	-1%	?
Cc1ccc(-c2nnc(-c3ccc(NC(=O)c4ccco4)cc3)o2)cc1	-30%	-6%	-1%	13%	-1%	8%[12.7 µM]	-1%	66%[activator]	3%
CC(=O)c1ccc(N2CCN(C(=O)Cc3n[nH]c(=O)c4ccccc34)CC2)cc1	-7%	112%[activator]	-10%	39%[activator]	-8%	-35%	3%	-10%	-17%
O=C(NC1CCCCC1)C(c1ccncc1)N(C(=O)c1csnn1)c1ccccc1F (stereo unspecified)	-12%	39%[activator]	-7%	-9%	14%	-2%	0%	4%	4%
OCC1(Cc2ccc(Cl)cc2)CCN(Cc2ccc(F)c(F)c2)CC1	-16%	?	-7%	55%[activator]	14%	-10%	-4%	-6%	-14%
COC1CCCN(Cc2c(C(=O)N3CCN(C4CCCCC4)CC3)nc3ccccn23)C1 (stereo unspecified)	-12%	19%	-9%	26%	-3%	79µM*	-4%	?	?
CCCCCC(=O)Nc1ccc(N2CCN(CC)CC2)c(Cl)c1	-6%	1%	-8%	53%[activator]	-1%	10%[12.7 µM]	2%	-2%	-5%
O=C(c1ccccc1Br)N(Cc1ccccc1F)C1CCS(=O)(=O)C1 (stereo unspecified)	-12%	23%	i	43%[activator]	-5%	-1%[59 µM]	2%	1%	-2%
O=c1[nH][nH]c(-c2ccccc2)c1C=Nc1ccccc1Cl	-11%[57.1 µM]	12%	2%	40%[activator]	20%	.	-1%	1%	-8%
CC1CN(C(=O)C(C)N2CCN(c3ccccc3Cl)CC2)CC(C)O1 (stereo unspecified)	7%[57.1 µM]	129%[activator]	-6%	37%	3%	5%	1%	-12%	11%
O=C(N1CCCCCC1)N1CCN(C(=O)N2CCOCC2)CC1	-1%	14%	-3%	13%	9%	5%[12.7 µM]	1%	-3%	-4%
COc1cccc(/C=C/C(=O)N2CCN(S(=O)(=O)c3ccccc3)CC2)c1OC	-2%	21%	-8%	29%	0%	50µM*	-2%	10%	?
COC(=O)C1CCN(C(=O)COc2ccc(Cl)cc2)CC1	-2%[57.1 µM]	9%	-4%	1%	-1%	-16%[59 µM]	-4%	-4%	1%
Cc1[nH]oc(=O)c1N=Nc1ccccc1	-13%	?	-2%	-13%	2%	?	-2%	1%	-12%
COc1cc(CNC(=O)CCn2nc(C)c3c(C)n(-c4ccccc4)nc3c2=O)cc(OC)c1OC	-13%	33%[activator]	-10%	50%[activator]	-1%	-7%	1%	0%	3%
CCC(C)(C)NC(=O)C(c1cccn1C)N(C(=O)Cn1nnc2ccccc21)c1ccc(OC)cc1 (stereo unspecified)	-3%	12%	2%	36%	-4%	1%[59 µM]	-2%	9%	9%
Cc1ccc(SCCOCCN2CCc3ccccc3C2)cc1	40µM*	-14%	.	?	9%	?	-10%	3%	-37%
COc1ccc(/C=C/C=N/NC(=O)COc2ccc(OC)cc2)cc1	-12%	-5%	i	17%	11%	4%[59 µM]	1%	-9%	-2%
O=C1N(c2ccccc2)c2ccccc2C1(O)C(F)(F)F (stereo unspecified)	-7%	98%[activator]	-3%	13%	4%	-4%	-3%	3%	6%
N#Cc1c(Nc2ccccc2)c(/C=N/NCCO)c[nH]c1=O	-8%	15%	-8%	18%	-25%	-44%	-4%	-16%	-4%
CC(c1ccccc1)N1C(=O)/C(=C/c2ccncc2)SC1=S (stereo unspecified)	16µM*	?	0%	?	-6%	28µM*	-6%	7%	16µM*
Nc1ccc2[nH]ncc2c1	-23%	20%	-4%	36%	28%	?	0%	0%	-25%
CN1Cc2cc(C(=O)c3ccccc3O)cnc2NC1=O	-12%	29%	-3%	41%[activator]	8%	-49%	-1%	3%	-6%
CCOc1ccc(NC(=O)c2cc3ccccc3cc2O)cc1	79µM*	?	-2%	-8%	?	-40%[12.7 µM]	-9%	?	56µM*
CC(=O)Nc1ccc(S(=O)(=O)Nc2nnc(CC(C)(C)C)s2)cc1	-30%	76%[activator]	-2%	?	4%	?	-8%	1%	?
COc1ccc(CCn2c(Br)nc3c2c(=O)[nH]c(=O)n3C)cc1	-4%	3%	3%	25%	-1%	-41%	-3%	-9%	17%
COc1ccc(Nc2nc(Cl)nc(NCc3ccco3)n2)c(OC)c1	-1%	?	-2%	26%	11%	15%[59 µM]	-4%	0%	6%
N#Cc1ccc(NCCc2ccccn2)c([N+](=O)[O-])c1	-18%	10%	i	36%	-10%	.	-5%	-1%	-11%

Some of the compounds tested; the hit share may differ from the screen's.
